# Bioassay records from PubChem.
# ATG4B inhibitor = ATG4B (human) cysteine protease inhibition. ATG4B cleavage of LC3-PLA2, NBD-HPC fluorescence, 1 h. 0.51% of 340,000 active. inhibition, % at 8.33 µM. Q9Y4P1; in the data active means inhibition above about 40%
# Target sequence (Q9Y4P1 whole entry, looked up): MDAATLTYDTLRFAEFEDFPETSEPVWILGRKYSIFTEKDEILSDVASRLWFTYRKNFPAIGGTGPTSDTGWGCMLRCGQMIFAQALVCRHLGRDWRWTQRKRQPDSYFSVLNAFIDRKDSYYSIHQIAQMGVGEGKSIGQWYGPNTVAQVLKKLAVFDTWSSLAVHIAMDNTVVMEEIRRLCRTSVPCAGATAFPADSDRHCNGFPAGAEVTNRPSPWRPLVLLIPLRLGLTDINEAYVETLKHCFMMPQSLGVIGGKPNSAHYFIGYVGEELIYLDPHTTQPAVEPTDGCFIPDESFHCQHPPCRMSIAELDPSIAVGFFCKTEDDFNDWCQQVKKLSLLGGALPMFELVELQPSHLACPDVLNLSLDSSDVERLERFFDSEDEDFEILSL
# MPTP block = blocks calcium-induced mitochondrial swelling; inhibition, % at 10 µM; isolated mouse mitochondria, Ca2+ swelling absorbance, 30 min; AID 602449; 1.4% of 360,000 active;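 active means inhibition of 50% or more, scaled per plate between neutral and stimulator controls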;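 further: 0% = DMSO wells given calcium and 100% = 1 mM EGTA wells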
# * marks the source's active call; other numbers are inactive results. The list is partial; the hit share may differ from the screen's.
SMILES,ATG4B inhibitor,MPTP block
Cn1c(=O)c2c(nc(Oc3ccccc3Cl)n2C)n(C)c1=O,-6,1.1
O=S(=O)(Nc1ccc(Br)cc1)c1cccc(NS(=O)(=O)c2cccs2)c1,-10,3.1
CC1=Nc2cccc([N+](=O)[O-])c2NC(=O)C1,-6,0.6
C=C(C1=CCN(S(=O)C(C)(C)C)[C@@H]1CCO)c1ccccc1 (some centres not stated),-4,-1.3
CCOC(=O)CCc1ccc(NC(=O)/C=C/c2ccc([N+](=O)[O-])o2)cc1,3,-0.3
S=c1[nH]nc2ccccn12,0,-0.2
COc1cc2cc(c1Cl)N(C)C(=O)CC(OC(=O)C(C)N(C)C(C)=O)C1(C)OC1C(C)C1CC(O)(NC(=O)O1)C(OC)C=CC=C(C)C2 (configuration not stated),-2,0.2
Cn1c(=S)[nH]c2c(c1=O)C(C)(C)Cc1ccccc1-2,9,-0.1
Cc1cc(NC(=O)Cn2cnc3sc(C)c(-c4ccccc4)c3c2=O)no1,-6,-0.6
CC(=O)Nc1ccc(NC(=O)c2ccc(Cl)c(S(=O)(=O)N3CCc4ccccc43)c2)cc1,-26,-1.0
O=C(NNC(=O)c1cccc2ccccc12)c1cccc(F)c1,1,-0.2
CC(=O)Nc1ccc2c(c1)C(=O)c1ccc(Cl)cc1-2,0,0.3
C/C(=N\OCC(=O)OC(C)C(=O)Nc1ccc(C)c(S(=O)(=O)N2CCOCC2)c1)c1ccc2c(c1)OCO2 (configuration not stated),-64,-0.2
Cc1ccccc1OCCC(=O)Nc1cc(S(=O)(=O)N2CCCCC2)ccc1N1CCN(C)CC1,-11,-3.5
Cn1cc(C(=O)NCCc2ccccc2)c(=O)c2cc(S(=O)(=O)N3CCOCC3)ccc21,-12,2.9
CCN1C(=O)/C(=C/C=C2\C=CN(CC)c3ccccc32)SC1=S,6,15
c1ccc(OCCOCCOc2ccccc2)cc1,1,0.5
O=C(Cc1ccc(Cl)cc1)Nc1ncc([N+](=O)[O-])s1,-4,96*
C#CCOCCOCCOCCNc1nc(N2CCN(C(=O)Cn3cc(CCO)nn3)CC2)nc(N2CCN(C(=O)[C@H]([C@@H](C)CC)n3cc(CCCN=C(N)N)nn3)CC2)n1,-4,-1.4
O=[N+]([O-])c1ccc(-c2cc(-c3ccncc3)nc3ccc4ccccc4c23)cc1,2,5.0
CCSC1OC(C(COC(C)=O)OC(C)=O)C(OC(C)=O)C1NC(C)=S (configuration not stated),0,-1.1
O=[N+]([O-])c1cccc(OCCCN2CCC(Cc3ccccc3)CC2)c1,0,3.4
Cc1cc(=O)oc2c(C)cc(C(C)(C)C)cc12,7,-2.1
NC(=O)C1(Nc2ccccc2)CCCC1,5,-0.8
Cc1ccc(C(c2ccc(C)c(C)c2)C(O)C2OC(=O)C(O)C2O)cc1C (configuration not stated),0,0.2
# (list continues)
SMILES,ATG4B inhibitor,MPTP block
Cc1ccc([N+](=O)[O-])cc1NC(=O)CN(C1CCCCC1)S(=O)(=O)c1ccc(Cl)cc1,9,-7.8
CCn1c2ccccc2c2cc(NC(=O)COC(=O)Cc3cn4ccsc4n3)ccc21,-3,1.4
COCCN(CCOC)S(=O)(=O)c1ccc(C(=O)Nc2nc3c(s2)CCc2ccccc2-3)cc1,0,2.0
Cc1ccc(C([O-])=C(C(=S)NCc2ccccc2)[n+]2cccc(CO)c2)cc1[N+](=O)[O-],1,-1.5
CCOc1cc(/C=N/NC(=O)c2ccc(-c3csc(Nc4ccc(C)cc4)n3)cc2)ccc1OCC(=O)O,-2,-0.8
C=CCOCCN(CC)CC,0,0.3
COC(=O)C(NNc1ccc(F)cc1)(NC(=O)c1ccccc1)C(F)(F)F (configuration not stated),1,2.2
CCOc1ccc(-c2nnc3ccc(SCC(=O)N4CCN(c5ccccc5)CC4)nn23)cc1,9,1.3
Cc1cs/c(=N\N=C\c2ccccc2)n1Cc1ccco1,10,2.4
COc1ccccc1NS(=O)(=O)c1cc(C(=O)NCCCN2CCCC2=O)ccc1C,-8,0.5
CCOC(=O)N1CCC(NC(=O)C2CCC(CNS(=O)(=O)c3ccc(OC)cc3)CC2)CC1 (configuration not stated),-10,-1.3
CN(CC(=O)Nc1ccc(OC(F)(F)F)cc1)C(=O)c1ccccc1SCC(=O)N1CCCC1,-8,-0.5
N#CSCC(=O)c1cccc2ccccc12,-28,2.3
O=C([O-])c1cc(-c2ccccc2)cc(-c2ccccc2)[n+]1CCc1ccc(Cl)cc1,6,2.5
CC(=O)Nc1sc(/C(C#N)=C\c2cccc(Cl)c2)nc1-c1ccc(C)cc1,-8,36
O=C1CCC2(CCCCC2)N1,7,-1.2
CC(=O)N[C@@H](C)C(=O)OC(C)C(=O)Nc1cccc([N+](=O)[O-])c1 (some centres not stated),0,-0.3
O=C(CN1C(=O)S/C(=C\c2cc(Cl)c(O)c(Cl)c2)C1=O)Nc1ccccc1,9,2.9
Cc1ccc(C)c(NC(=O)C(Sc2nnc(-c3cccs3)o2)c2ccccc2)c1 (configuration not stated),-4,-0.1
Cc1ccc(-c2csc(/C(C#N)=C(\O)CCl)n2)cc1,3,91*
COc1ccc(/C=C2\SC(=S)N(CC(=O)OCC(=O)Nc3ccc([N+](=O)[O-])cc3OC)C2=O)cc1,-2,-0.4
Cc1ccc(S(=O)(=O)N2CCN(C(=O)COC(=O)c3nc(Cl)ccc3Cl)CC2)c(C)c1,-4,0.3
Cc1ccc(NS(=O)(=O)c2cccc(C(=O)NC3CCN(Cc4ccccc4)CC3)c2)cc1,-13,3.4
C#CCSc1nc2ccccc2n1C(=O)c1ccc(S(=O)(=O)N2CCCCC2)cc1,-1,0.7
O=C(c1ccc([N+](=O)[O-])cc1)N1CCOCC1,1,1.1

# Arranged by the number under ATG4B inhibitor (smallest number first): six of the compounds above
SMILES,ATG4B inhibitor,MPTP block
COc1ccccc1NS(=O)(=O)c1cc(C(=O)NCCCN2CCCC2=O)ccc1C,-8,0.5
CCOc1cc(/C=N/NC(=O)c2ccc(-c3csc(Nc4ccc(C)cc4)n3)cc2)ccc1OCC(=O)O,-2,-0.8
C#CCSc1nc2ccccc2n1C(=O)c1ccc(S(=O)(=O)N2CCCCC2)cc1,-1,0.7
CC(=O)N[C@@H](C)C(=O)OC(C)C(=O)Nc1cccc([N+](=O)[O-])c1 (some centres not stated),0,-0.3
COC(=O)C(NNc1ccc(F)cc1)(NC(=O)c1ccccc1)C(F)(F)F (configuration not stated),1,2.2
Cc1cs/c(=N\N=C\c2ccccc2)n1Cc1ccco1,10,2.4

# Next part:
SMILES,ATG4B inhibitor,MPTP block
C/C(CCC(C)C)=N\NC(=O)COc1ccccc1-c1ccccc1,15,-0.9
O=C(Nc1ccccc1)SC1CCCCC1,13,0.2
N#CC(C#N)=C1C=CC=CN1/C(=C\c1ccccc1Cl)C(=O)c1ccccc1,-11,-0.5
N#C/C(=C/c1ccc(-c2ccc(S(=O)(=O)N3CCOCC3)cc2)o1)C(=O)NC1CC1,-16,-1.7
O=C(CSc1nc2ccccc2c(=O)[nH]1)c1ccc(O)cc1O,7,-0.9
CC1=CC(C)(C)Nc2ccc(OC(=O)CN3C(=O)c4cccc5cccc(c45)C3=O)cc21,1,0.6
Cc1cc(=O)oc2c(CN3CCOCC3)c(O)ccc12,-5,0.8
CCOC(=O)C(Cc1nc(OCc2ccccc2)cc(OCc2ccccc2)n1)=NO,5,-1.2
Cc1ccc(S(=O)(=O)NC(=O)N2CCCC2)cc1,-1,-2.2
CCOC(=O)c1sc(N2C(=O)C(O)=C(C(=O)c3ccco3)C2c2ccco2)nc1C (configuration not stated),5,-0.1
CCOC(=O)C1=C(COC(=O)c2ccc(Cl)nc2)NC(=O)NC1C (configuration not stated),2,-0.8
CN(CC(=O)Nc1c(Cl)cccc1Cl)C(=O)CNC(=O)c1sc2ccccc2c1Cl,-3,-0.6
COc1ccccc1C=C1SC(=S)NC1=O,1,19
CNc1c2cccc(C)c2nc2c(C(=O)NCCN(C)C)cccc12,-17,-1.0
CCN(c1ccccc1)S(=O)(=O)c1ccc(Cl)c(NC(=O)CN(C)Cc2cccc(F)c2)c1,-9,-1.4
COc1ccc(C=C2NC(=S)NC2=O)cc1,-5,0.2
O=C(CN1C(=O)c2ccccc2C1=O)NC1(C(=O)O)CCCC1,-11,-1.5
CC(NC(=O)OCc1ccccc1)C(=O)N1CC(O)CC1C(=O)O (configuration not stated),7,1.4
CC(=O)C1(O)C(C)CC2C3CC=C4CC(O)CCC4(C)C3CCC21C (configuration not stated),-3,-0.2
S=C(Nc1cccc2ccccc12)Nc1cccc2ccccc12,-5,1.2
COc1ccccc1Cn1c(=S)[nH]c2ccc(Br)cc2c1=O,-4,2.4
Cc1c2cnn(-c3ccccc3)c(=O)c2c(C)n1CCCC(=O)N1CCN(c2ncccn2)CC1,3,-1.2
COc1ccc(C=CC(O)CCN2CCC3CCC(C3)C2)cc1 (configuration not stated),-7,2.0
Cc1ccsc1C(=O)Nc1cc(Cl)ccc1-n1cncn1,1,-0.2
OCC1OC(n2cnc3c(NCc4ccco4)ncnc32)C(O)C1O (configuration not stated),2,-1.0
# Remaining list, next part
SMILES,ATG4B inhibitor,MPTP block
CCOC(=O)N1CCN(C(=O)c2cccc(S(=O)(=O)Nc3ccc(F)cc3)c2)CC1,-4,0.1
CC(=O)NC1CCC(OC(=O)Nc2ccccc2)CC1 (configuration not stated),-1,-0.4
COC(=O)/C=C\C(C#N)(C#N)N=Cc1ccc(OC)cc1,0,1.1
CCCN(C(=O)c1cc(S(=O)(=O)N2CCN(CC)CC2)ccc1Cl)C1CCS(=O)(=O)C1 (configuration not stated),2,1.2
Cc1ccccc1NC(=O)C(=Cc1ccc(C(=O)O)cc1)C(=O)Nc1ccccc1C,6,1.0
CCOC(=O)c1c(C)[nH]c(C(=O)COC(=O)[C@H](C)N2C(=O)C3CCCCC3C2=O)c1C (some centres not stated),-2,-0.8
CCOC(=O)N1CCN(c2cc(N(C)CCO)c([N+](=O)[O-])c3nonc23)CC1,-6,1.3
O=C(N/N=C/C=C\c1ccccc1[N+](=O)[O-])c1cc(-c2ccc3ccccc3c2)n[nH]1,33,11
CC(=O)c1ccc(OCc2cn(CC(=O)c3ccc(O)cc3)nn2)cc1,-11,0.5
OC[C@H]1O[C@@H](Oc2ccc(O)cc2)[C@H](O)[C@@H](O)[C@@H]1O,-11,-1.1
O=C(Cc1cccc(NC(=O)C2CCCN(C(=O)CCc3ccccc3)C2)c1)Nc1ccc(C(=O)N2CCCCC2)cc1 (configuration not stated),-3,0.1
COc1ccc(OC)c(NC(=O)C(C)OC(=O)c2cc3ccccc3[nH]2)c1 (configuration not stated),1,0.1
COc1ccccc1-n1nnnc1SCC(=O)NCC1(N2CCCCC2)CCCCC1,-10,0.3
CC1(CNC(=O)C(=O)NCC2(C)CO2)CO1 (configuration not stated),-11,-0.3
Cn1c(=O)c([N+](=O)[O-])c(Oc2ccccc2)c2ccccc21,0,0.3
O=C(NCc1ccncc1)c1ccc(OCc2ccccc2)cc1,7,0.8
O=C(CCNS(=O)(=O)c1ccc(OC(F)(F)F)cc1)Nc1cccc(S(=O)(=O)N2CCCC2)c1,-34,-0.4
CCn1c(=O)c2c(nc(SCc3ccccn3)n2C)n(C)c1=O,2,-0.3
O=C(O)c1ccccc1C(=O)Nc1ccc(-c2csc(-c3ccccc3)n2)cc1,19,0.4
CC(=O)Oc1ccc(Cl)cc1CN(C(C)=O)C1CCCCC1,-9,0.3
CC1(C)Cc2c(sc3c2c(=O)n(Cc2ccccc2)c2nncn32)CO1,-11,-2.6
CN(C)c1nc(N)c(C#N)c(C#N)c1C#N,-1,0.2
O=[N+]([O-])c1cc(Br)ccc1C[n+]1ccccc1,3,-0.7
CCOc1ccc(NC(=O)CN2C(=O)NC(C)(c3ccc4c(c3)OCCCO4)C2=O)cc1OCC (configuration not stated),-3,0.8
Cc1ccc(S(=O)(=O)N(C)c2ccc(OCC(=O)OCc3nnc(-c4ccccc4)o3)cc2)cc1,2,1.6

# Single records (already shown).
# `O=C(O)c1ccccc1C(=O)Nc1ccc(-c2csc(-c3ccccc3)n2)cc1` across the screens: ATG4B inhibitor: 19; MPTP block: 0.4
# `CCCN(C(=O)c1cc(S(=O)(=O)N2CCN(CC)CC2)ccc1Cl)C1CCS(=O)(=O)C1` (configuration not stated) across the screens: ATG4B inhibitor: 2; MPTP block: 1.2

# New compounds follow:
SMILES,ATG4B inhibitor,MPTP block
Nc1nc(-c2ccccc2)c(CCCOc2ccc([N+](=O)[O-])cc2)c(=O)[nH]1,-3,-0.2
O=C(CSc1nnc(SCc2ccccc2)s1)N/N=C/c1c[nH]c2ccccc12,-3,0.1
Nc1cc2c(cc1Br)-c1ccc(F)cc1C2=O,3,0.6
C=C1C(=O)OC2C1CCC(C)=C1C(=O)C3OC3(C)C12 (configuration not stated),-7,-0.8
CC(=O)N(Cc1ccccc1)C1CC(=O)N(Cc2ccccc2)C1=O (configuration not stated),1,-0.2
CC(=NNC(=O)c1ccncc1)c1cccc(Br)c1,2,0.6
O=C(Nc1ccc(OC(F)F)cc1)c1cc(S(=O)(=O)N2CCOCC2)ccc1N1CCCC1,-9,0.6
Cc1ccc(Nc2ncc3c(=O)[nH][nH]c(=O)c3n2)cc1,5,-0.2
Cn1[nH]cc(C=NC(N)=O)c1=O,-7,-1.1
COc1ccc(S(=O)(=O)Nc2cc(Cl)ccc2OC)cc1,-3,-2.2
O=C(CCl)N=c1sccn1Cc1cccc2ccccc12,-5,0.3
FC(F)(F)c1ccc(-c2cccc3c2C2CC3CCN2)cc1 (configuration not stated),7,0.4
COc1ccc(NC(=O)c2oc3ccc(S(=O)(=O)N4CCOCC4)cc3c2C)c(OC)c1,-5,-0.1
CC(C)NC(=O)C1(N2C(=O)c3ccccc3C2=O)CCCC1,-6,-1.6
Cc1cc(-c2csc(NCc3ccccc3)n2)c(C)n1C,10,2.2
O=C(C1=NNCC1c1ccc(Cl)cc1)C1CO1 (configuration not stated),10,-2.3
CCc1ccc(NC(=O)C(C)OC(=O)CCN2C(=O)C3CC=CCC3C2=O)cc1 (configuration not stated),0,0.1
CCc1ccccc1N=Cc1c(C)c(C#N)c2[nH]c3ccccc3n2c1=O,-12,37
